Screening results deposited in PubChem BioAssay by Broad Institute.
SIRT5 block: blocks human SIRT5 desuccinylation of peptide; inhibition, % at 15 µM; Q9NXA8; Purified SirT5, succinyl-peptide AMC, trypsin-coupled fluorescence; actives 1.1% (n = 330,000); in the data active means inhibition above about 15%
Target sequence (Q9NXA8 whole entry, looked up): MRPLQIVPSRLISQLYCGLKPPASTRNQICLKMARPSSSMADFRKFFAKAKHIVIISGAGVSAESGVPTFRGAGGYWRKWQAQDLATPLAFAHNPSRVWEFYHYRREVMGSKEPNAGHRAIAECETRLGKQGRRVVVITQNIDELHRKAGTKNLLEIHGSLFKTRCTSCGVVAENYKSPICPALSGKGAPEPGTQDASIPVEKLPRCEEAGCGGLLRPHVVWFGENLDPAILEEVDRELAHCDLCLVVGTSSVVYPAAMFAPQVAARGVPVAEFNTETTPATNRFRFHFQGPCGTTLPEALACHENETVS
S100A4 MyoIIA: inhibitors of human S100A4 binding to myosin IIA peptide; S100A4/TAMRA-MyoIIA peptide fluorescence polarization; inhibition, % at 10.7 µM; actives 0.14% (n = 360,000);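 active means mean inhibition of at least 70% across replicates, with every replicate also reaching that level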
Target sequence (P26447 whole entry, looked up): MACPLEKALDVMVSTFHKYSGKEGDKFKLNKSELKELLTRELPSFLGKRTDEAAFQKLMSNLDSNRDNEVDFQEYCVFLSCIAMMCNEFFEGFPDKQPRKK
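incubation = readout 5 min after mixing, signal stable up to 60 min | system = S100A4 monomer protein | buffer or medium = HEPES pH 7.2 with CaCl2, KCl, NaCl, DTT, Triton | benchmarks = neutral control DMSO, positive control TFP | also added = fluorescent myosin IIA peptide, 5 nM | compound dosing = one concentration per compound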
Statin myotox sup: suppression of simvastatin myotoxicity; C2C12 myotubes + simvastatin, ATP luminescence, 48 h; scaled: DMSO 0, geranylgeraniol control 100; rescue of ATP level, % at 7.49 µM; actives 0.78% (n = 330,000); AID 602340;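 active means mean ATP rescue above about 67%, or every replicate alone reaching that limit, limit read from the data, passing the limit was not always enough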;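 further: myotubes were challenged with 10 µM simvastatin during compound exposure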
LGR2 antag: inhibitors of bursicon-induced Drosophila LGR2 receptor cAMP signaling | HEK293 LGR2, CRE-luciferase, bursicon-stimulated, 4 h | inhibition, % at 9.99 µM | actives 0.35% (n = 380,000) | AID 720647;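 active means drop in luminescence signal, shown as inhibition above about 50% in the replicate tests, limit read from the data, passing the limit was not always enough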;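 further: agonist challenge used bursicon conditioned medium at about half maximal strength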
FN deposition inh: fibronectin deposition inhibition | AH1F fibroblasts, Alexa488-fibronectin deposition fluorescence, overnight | inhibition, % at 12.6 µM | actives 0.086% (n = 350,000) | AID 743247;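 active means mean inhibition across replicates of 30% or more, regardless of how many single replicates reach that level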;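 further: positive control wells lacked labelled fibronectin entirely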
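Assay system: AH1F fibroblast monolayer, labelled fibronectin deposition. Amount: 10000 cells per well. Also added: labelled fibronectin 24 nM. Compound: single-point pinned compound. Incubation: cell attachment 1 h, compound and FN exposure overnight. Detection: fluorescence after three HBSS washes, excitation 485 nm, emission 525 nm. Read-out: inhibition of fibronectin deposition signal.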
esBAF inh: blocks esBAF chromatin remodeling in mouse ES cells. AID 602393. actives 2% (n = 350,000). Bmi1-luciferase knock-in reporter, 24 h; 100% = twice the neutral-well signal. reporter increase, % at 12.5 µM; in the data active means activation above about 40%;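 further: 0% = median of the plate's neutral control wells and 100% = double that signal; a rise in the Bmi1 reporter signal indicates esBAF inhibition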
CASP6 VEID inh: caspase-6 (human) enzyme inhibition | P55212 | purified caspase-6, Z-VEID-R110 cleavage fluorescence | inhibition, % at 12.5 µM | actives 0.53% (n = 350,000);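 active means mean inhibition across replicates at least about 35%, with every replicate also reaching that limit, limit read from the data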;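 further: 0% = median of neutral control wells and 100% = no fluorescence left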
Target sequence (P55212 24-179 limits assumed): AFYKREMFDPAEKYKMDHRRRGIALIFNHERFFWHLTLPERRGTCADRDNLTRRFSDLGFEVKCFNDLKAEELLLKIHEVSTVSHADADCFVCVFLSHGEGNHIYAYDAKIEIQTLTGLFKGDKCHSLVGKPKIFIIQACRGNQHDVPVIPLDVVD
Target sequence (P55212 194-293 limits assumed): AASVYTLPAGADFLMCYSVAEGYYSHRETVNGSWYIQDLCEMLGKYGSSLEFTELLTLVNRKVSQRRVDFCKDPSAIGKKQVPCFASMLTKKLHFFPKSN
Starred values were filed as active, the others as inactive; . = no result given.

SMILES	SIRT5 block	S100A4 MyoIIA	Statin myotox sup	LGR2 antag	FN deposition inh	esBAF inh	CASP6 VEID inh
C=CCOC(=O)[C@H]1[C@@H]2C(=O)O[C@@H](c3ccccc3)[C@@H](c3ccccc3)N2[C@@H](c2ccc(OCCOC(=O)[C@@H]3C[C@@H]4C(=O)N[C@@H](CC(C)C)C(=O)N4[C@@H]3c3ccc(O)cc3)cc2)[C@]12C(=O)Nc1ccc(I)cc12	13	-9	.	.	.	.	-4
CN1CCN(C(=O)C[C@H]2C[C@@H]3c4cc(NC(=O)NC5CCCCC5)ccc4O[C@@H]3[C@@H](CO)O2)CC1	1	-26	-6	-3	-6	0	0
CC1CCCC(NC(=O)COC(=O)c2cc(S(=O)(=O)N3CCOCC3)ccc2F)C1C (stereo not drawn)	-1	-4	-5	-22	-1	-8	0
O=c1sc2ccccc2c(N2CCCCC2)c1[N+](=O)[O-]	13	5	4	9	6	-1	25
CN(C)CCCCCCN(C)C	.	-13	.	1	.	.	-6
Cc1ccc(OCC(=O)N2CCCCCCC2)cc1C	.	-8	19	-20	-5	13	-3
CCCSc1nnc(Cn2c(=O)sc3ccccc32)n1-c1ccccc1	2	0	-3	17	-6	7	-2
CCCC#Cc1ccc([C@H]2[C@@H](CO)N3CCCCN(CC4CC4)C[C@H]23)cc1	-5	-7	.	.	.	.	0
COc1ccc(NC(=O)Nc2ccc3c(c2)CC(=O)N([C@@H](C)CO)C[C@@H](C)[C@H](CN(C)CC2CCCCC2)O3)cc1	11	15	-16	0	.	3	-1
CCOC(=O)C1(C(=O)OCC)NC(=O)CC1CC (stereo not drawn)	.	3	-2	-6	.	-5	0
COc1ccc(CCC(=O)NNC(=S)NCc2ccc(F)cc2)cc1	-1	-6	.	2	-14	.	1
O=C1Nc2ccccc2C1=Nc1ccc(Br)cc1	-1	-2	20	-5	1	5	2
Cc1ccc([C@@H]2[C@@H]3C(=O)N(c4ccccc4)C(=O)[C@@H]3[C@]3(C)C(=O)N(CC4CC4)CC(=O)N23)o1	-1	2	10	.	-14	-5	-4
CCN(CCC(=O)O)c1ccccc1	.	.	3	0	.	2	.
C[C@@H]1CN([C@@H](C)CO)S(=O)(=O)c2ccc(-c3cccc(C#N)c3)cc2O[C@@H]1CN(C)C(=O)c1ccccc1	0	21	-41	1	-2	-3	7
O=C(N/N=C\c1cccc(F)c1)c1ccc(Cn2cc(Br)c([N+](=O)[O-])n2)o1	-2	0	.	-18	5	.	-1
COc1cccc(C#Cc2ccc([C@@H]3[C@H](CO)N4C(=O)CN(C(=O)C5CC5)C[C@@H]34)cc2)c1	0	0	.	6	.	.	0
COc1ccc(C(=O)NC(C)c2ccc(-n3ccnc3)cc2)c(OC)c1OC (stereo not drawn)	2	-5	.	-13	-2	.	-12
COc1ccc(S(=O)(=O)Nc2ccc3c(c2)C(=O)N([C@@H](C)CO)C[C@H](C)[C@H](CN(C)C(=O)Nc2ccc(C(F)(F)F)cc2)OCCCC[C@@H](C)O3)cc1	-2	6	.	1	-16	6	-3
CC(C)[C@H](NC(=O)N1CC(=O)Nc2ccccc21)C(=O)N[C@@H](Cc1ccccc1)C(=O)O	1	-3	20	5	.	-12	-1
O=S(=O)(CCN1CCCCC1)CCS(=O)(=O)CCN1CCCCC1	.	-4	-3	4	-3	10	-3
Cc1ccc(C2=CC(c3ccc(C)cc3)n3ncnc3N2)cc1 (stereo not drawn)	.	.	28	8	6	6	.
C[C@H](CO)N1C[C@H](C)[C@H](CN(C)Cc2ccccc2)OCCCC[C@H](C)Oc2ccc(NS(=O)(=O)c3ccc(Cl)cc3)cc2C1=O	10	13	.	11	13	-1	1
Cc1ccc(C2=Nc3ccc(Br)cc3C(c3ccncc3)=NN2)cc1	1	4	.	-8	-1	.	0
Cn1c(=O)c(C(=O)COC(=O)c2cc(C3CC3)nc3ccccc23)c(N)n(Cc2ccccc2)c1=O	.	-18	.	-10	9	.	-4
CN(Cc1cccc(F)c1)C(=O)Cc1ccc(S(=O)(=O)N2CCOCC2)s1	0	-7	7	-24	.	.	-32
CN1CCN(C(=O)NC2CCCCC2)CC1	.	.	5	.	5	-9	.
CCCC(C)C(=O)Nc1cc([N+](=O)[O-])ccc1Cl (stereo not drawn)	-4	-18	.	36	6	.	2
O=C(CN1CCCC1)NCC(=O)Nc1ccc(F)cc1	0	0	6	-1	8	-5	.
O=C(NCC[C@@H]1CC[C@H](NC(=O)c2ccc3c(c2)OCO3)[C@H](CO)O1)Nc1ccc(Cl)cc1	-1	-18	-6	-28	1	31	-2
COC(=O)c1cc2ccccn2c2c(C(=O)OC)c(C(=O)OC)cc1-2	-2	-3	2	-10	.	-4	0
O=C1CCCc2c1oc1c2CCCC1	-1	0	-2	0	-3	5	8
C/C(=N\NC(=O)c1cc(-c2ccncc2)nc2ccccc12)c1ccc(N2CCOCC2)cc1	-1	-6	.	-18	-13	.	2
COc1ccc(/C=C/C(=O)Nc2ccccc2C(F)(F)F)cc1OC	2	-1	-2	-24	-7	-2	0
CO[C@@H](CN(C)CC1CCOCC1)[C@@H](C)CN(C(=O)Nc1ccc(F)cc1)[C@@H](C)CO	-3	-2	-6	25	6	0	-10
C[C@@H]1CCCCO[C@H](CN(C)S(=O)(=O)c2cn(C)cn2)[C@@H](C)CN([C@H](C)CO)C(=O)c2cc(NS(=O)(=O)c3cn(C)cn3)ccc2O1	3	-5	.	1	-1	-3	0
CCN(CC)C(=O)c1ccc(NS(=O)(=O)c2ccc3[nH]c(=O)[nH]c3c2)cc1	-4	0	5	8	2	-8	3
CCCNS(=O)(=O)c1cc(Cl)ccc1OC	13	-1	.	6	4	.	-2
O=C(O)C(CC1CCCCC1)N1CCS(=O)(=O)CC1 (stereo not drawn)	0	-30	.	1	0	.	-1
COc1ccc(NC(=O)c2sc(SCc3ccccc3)nc2N)cc1	.	.	18	.	-6	3	.
Cc1ccc(C(C(=O)NC2CCCC2)N2CCc3ccccc32)cc1 (stereo not drawn)	-1	-5	7	3	2	-3	-2
O=C(COC(=O)C1CC(=O)N(Cc2ccccc2)C1)Nc1ccc([N+](=O)[O-])cc1Br (stereo not drawn)	.	-3	8	-4	9	3	-4
CCCCn1nnnc1SCC(=O)NNC(=O)c1ccco1	3	-4	.	22	3	.	0
CC(=O)Nc1nc(N)n(-c2ccccc2)n1	.	.	-6	.	-8	-11	.
CCC(Sc1nc2cc(OC)c(OC)cc2c(=O)n1Cc1ccc(OC)cc1)C(=O)NCCOC (stereo not drawn)	-2	-2	.	6	.	.	-2

An excerpt of these results, bar-delimited.
SMILES | SIRT5 block | S100A4 MyoIIA | Statin myotox sup | LGR2 antag | FN deposition inh | esBAF inh | CASP6 VEID inh
COc1ccc(NC(=O)c2sc(SCc3ccccc3)nc2N)cc1 | . | . | 18 | . | -6 | 3 | .
Cc1ccc(C(C(=O)NC2CCCC2)N2CCc3ccccc32)cc1 (stereo not drawn) | -1 | -5 | 7 | 3 | 2 | -3 | -2
O=C(COC(=O)C1CC(=O)N(Cc2ccccc2)C1)Nc1ccc([N+](=O)[O-])cc1Br (stereo not drawn) | . | -3 | 8 | -4 | 9 | 3 | -4
CCCCn1nnnc1SCC(=O)NNC(=O)c1ccco1 | 3 | -4 | . | 22 | 3 | . | 0

(list continues)
SMILES	SIRT5 block	S100A4 MyoIIA	Statin myotox sup	LGR2 antag	FN deposition inh	esBAF inh	CASP6 VEID inh
COc1ccccc1C(=O)NCCCn1cc(Br)c(C)n1	2	-2	-37	.	.	3	-9
COc1ccc(S(=O)(=O)N(C)CC(=O)N2CCOCC2)cc1	.	0	0	-1	4	-4	0
COc1ccc(-c2csc(NCCn3c(C)nc4cc(C(F)(F)F)ccc43)n2)cc1	.	-3	-7	-8	2	-3	2
Cc1c(C(=O)NNS(=O)(=O)c2ccccc2)sc(=S)n1C	1	-6	-8	13	1	5	-2
O=C(O)c1ccc(CN2C(=O)c3ccc(C(=O)O)cc3C2=O)cc1	-5	1	20	14	6	0	-3
CC(C)C#Cc1ccc2c(c1)O[C@H](CN(C)C(=O)Cc1ccccn1)[C@@H](C)CN([C@@H](C)CO)S2(=O)=O	3	-3	29	11	1	0	3
CN1C(=O)C(=O)/C(=C(/O)c2ccccc2)C1c1ccc(Br)cc1 (stereo not drawn)	-4	1	-4	-31	-4	-6	0
O=C(C[C@@H]1CC[C@@H]2[C@H](COC[C@@H](O)CN2S(=O)(=O)c2cccc(F)c2)O1)NCCCN1CCOCC1	-4	-2	-9	-1	3	-4	-1
CNC[C@@H]1OCCCC[C@H](C)Oc2ccc(NS(=O)(=O)c3cccs3)cc2C(=O)N([C@@H](C)CO)C[C@@H]1C	3	-2	.	22	.	-1	3
O=C(NCCSCc1ccccc1)c1ccc(Cl)c(S(=O)(=O)N2CCOCC2)c1	.	.	1	.	16	2	.
CCOC(=O)CSc1nc(N)c(C#N)cc1C#N	1	-4	.	-19	12	.	5
Cn1c(NCc2cccnc2)nc2cc(-c3cccc(C(=O)NCCO)c3)sc2c1=O	0	-5	4	3	1	-3	11
CCC(=O)NC[C@H]1[C@@H](c2ccc(-c3cccc(F)c3)cc2)[C@H](CO)N1C(=O)CC	.	.	13	3	.	0	.
COc1cccc(-c2ccc3c(c2)[C@@H]2[C@@H](CCN2C(=O)CN2CCOCC2)[C@@H](CO)N3)c1	2	5	-12	1	-8	5	11
Cc1ccc(S(=O)(=O)N(C)C)cc1NC(=S)NC1CCCC(C)C1C (stereo not drawn)	.	.	-9	-1	.	1	.
COc1ccc(CNC(=O)CN(Cc2ccccc2F)C(=O)c2csnn2)cc1	1	-3	8	11	-3	-6	1
Cc1ncccc1C(=O)N1CCCC(c2cc(C(=O)Nc3ccc(C(C)(C)C)cc3)no2)C1 (stereo not drawn)	9	3	0	-4	-2	6	0
CCOc1ccc(NC(=O)CCNS(=O)(=O)c2ccc3c(c2)c(=O)n(C)c(=O)n3C)cc1	-2	-1	-2	-13	.	3	3
Cc1cccc(N2CCN(C(=O)c3ccccn3)CC2C)c1 (stereo not drawn)	-1	-2	.	.	3	.	-2
CCc1noc(C)c1C(=O)NCCc1ccc(F)cc1	-4	3	.	12	-3	.	2
O=C(CSc1nnnn1-c1cccnc1)Nc1ccccc1F	-3	1	1	17	-5	5	1
COC(=O)C[C@@H]1C[C@H]2c3cc(NC(=O)c4ccc5c(c4)OCO5)ccc3O[C@H]2[C@H](CO)O1	12	-4	-2	-9	-5	4	0
CCOC(=O)CSc1cc(-c2ccccc2)nc2ncnn12	.	-9	.	3	-3	.	1
O=C(CSc1nc(-c2ccccc2)cc(=O)[nH]1)Nc1ccccn1	.	.	14	16	.	13	.
O=C(O)C1=C[C@H](c2ccccc2)C[C@H](OCc2ccc(CO)cc2)O1	-1	-2	-4	2	-6	1	2
Cc1ccc(C2(c3noc(CN4CCC(C(=O)N5CCOCC5)CC4)n3)CCCC2)cc1	-3	4	-3	-1	-2	-5	0
COc1cc(CNC(=O)CCCCCCC(C)C)ccc1O	-6	-8	4	-2	-7	6	1
CCOc1ccccc1N(C)C(=O)Cn1ncc2c([nH]c3ccc(C)cc32)c1=O	-2	-6	-21	9	12	-2	-3
O=S(=O)(N1CCCCCC1)N1CCNCC1	1	10	-13	16	24	4	-5
Cc1ccc(-n2ncc3c2CC(C)(C)CC3NC(=O)CCN2CCCO2)cc1 (stereo not drawn)	-6	-2	-2	.	10	2	2
O=C(O)/C=C\C(=O)Nc1cc(O)ccc1[N+](=O)[O-]	3	8	15	-1	0	-3	14
C[C@H]1CN([C@@H](C)CO)C(=O)c2cc(C#CC(C)(C)O)cnc2O[C@@H]1CN(C)Cc1ccccn1	-1	-24	12	-5	.	-3	0
Cc1ccc(C(=O)COC(=O)c2ccco2)cc1C	-1	-1	-2	-39	-14	11	8
C=CCn1c(SC(C)C(=O)NC2CC2)nnc1-c1ccoc1C (stereo not drawn)	-2	1	3	-1	2	4	-139

The list is partial. The share of hits here may be higher or lower than overall.
